mIDH1 inhibitor: blocks human mutant IDH1 R132H enzyme; IDH1-R132H enzyme, NADPH consumption, diaphorase/resazurin fluorescence; Potency, µM (titrated, usually from 76.6 µM), for inactives: at the highest dose activity change, negative = inhibition, usual class: inhibitors; hit rate 0.093% among 390,000; note: potency is the fitted concentration of half-maximal effect; % is set by controls: 0 for no effect and ±100 for the full control effect; nearly all actives have a fitted effect of over 65% in size
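IDH1-R132H (0.5 ug/mL) preincubated 30 min with compound, then NADPH (0.016 mM) and alpha-KG (2 mM) added; 80 min at RT, pH 7.5. Remaining NADPH coupled via diaphorase/resazurin to fluorescence (540/590 nm); concentration-response curves normalized to no-enzyme control.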
Vif-APOBEC3G blk: blocks the Vif interaction with human APOBEC3G; hit rate 0.076% among 410,000; Q9HC16; AID 602310; HeLa A3G-eYFP + Vif (tagged APOBEC3G with the HIV-1 protein that degrades it), YFP fluorescence, overnight; Potency, µM (highest dose often 46.1 µM), for inactives: at the top dose activity, negative = active, usual class: inhibitors;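 note: potency is the fitted concentration of half-maximal effect; % is set by controls: 0 for no effect and ±100 for the full control effect; nearly all actives have a fitted effect of over 60% in size; hits raise eYFP signal because A3G escapes Vif-driven loss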
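Read-out is eYFP fluorescence (Ex 488/Em 500-530) from Vif-expressing HeLa A3G-eYFP cells; more signal means A3G escaped Vif-mediated degradation. Cells plated overnight, compound pinned in, incubated overnight at 37 deg C.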
Vif-APOBEC3F blk: Vif-A3F binding inhibition; HeLa A3F-eYFP + Vif (tagged APOBEC3F with the HIV-1 protein that degrades it), YFP fluorescence increase; Potency, µM (top dose mostly 46.1 µM), without a hit: at the highest dose activity, negative = active; hit rate 0.2% among 390,000; note: potency is the fitted concentration of half-maximal effect; % of control where 0% means no effect; nearly all actives have a fitted effect of over 65% in size
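HeLa cells stably expressing A3F-eYFP plus Vif, plated and incubated overnight at 37 deg C, then exposed to compounds overnight at 37 deg C. Blocked degradation read as raised yellow fluorescence (Ex 488/Em 500-530).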
RXFP1 agonist: activates the human relaxin receptor RXFP1; Potency, µM (series often up to 57.5 µM), without a hit: at the top dose activation, usual class: activators; hit rate 0.3% among 370,000; HEK293T-RXFP1 cAMP TR-FRET, 30 min; response scale: percent of porcine relaxin response, buffer zero; note: potency is the fitted concentration of half-maximal effect; % is set by controls: 0 for no effect and ±100 for the full control effect; nearly all actives have a fitted effect of over 60% in size; many of its hits are not listed in these tables
Target sequence (Q9HBX9 whole entry, looked up): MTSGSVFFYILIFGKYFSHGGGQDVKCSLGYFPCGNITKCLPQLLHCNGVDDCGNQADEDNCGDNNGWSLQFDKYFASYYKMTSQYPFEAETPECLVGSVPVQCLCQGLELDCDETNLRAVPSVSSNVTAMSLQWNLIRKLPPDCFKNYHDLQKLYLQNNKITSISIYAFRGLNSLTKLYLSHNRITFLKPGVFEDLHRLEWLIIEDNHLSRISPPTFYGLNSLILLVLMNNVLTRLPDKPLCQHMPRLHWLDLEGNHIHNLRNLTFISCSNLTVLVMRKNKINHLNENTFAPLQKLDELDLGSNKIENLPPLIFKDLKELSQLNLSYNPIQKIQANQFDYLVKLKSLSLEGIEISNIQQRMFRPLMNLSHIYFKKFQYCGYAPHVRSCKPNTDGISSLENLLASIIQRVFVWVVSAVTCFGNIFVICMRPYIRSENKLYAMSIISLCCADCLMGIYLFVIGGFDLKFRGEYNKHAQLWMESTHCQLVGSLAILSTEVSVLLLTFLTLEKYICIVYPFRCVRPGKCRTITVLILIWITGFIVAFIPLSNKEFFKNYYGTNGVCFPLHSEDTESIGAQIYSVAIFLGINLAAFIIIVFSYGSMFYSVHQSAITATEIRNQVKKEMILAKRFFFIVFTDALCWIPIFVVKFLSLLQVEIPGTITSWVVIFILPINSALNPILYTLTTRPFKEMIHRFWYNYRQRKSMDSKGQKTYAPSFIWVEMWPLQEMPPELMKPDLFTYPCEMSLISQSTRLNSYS
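HEK293 cells stably expressing RXFP1, treated 30 min at 37C with compounds plus PDE4 inhibitor Ro 20174; cAMP measured by HTRF TR-FRET. Normalized to buffer and 29 nM porcine relaxin; EC50 by Hill fit.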
TrxR1 substrate: rat thioredoxin reductase 1 substrate activity. purified TrxR1 substrate turnover, NADPH consumption readout. Potency, µM (titrated, usually from 114 µM), without a hit: at the highest dose activity change, negative = substrate turnover. hit rate 0.01% among 390,000. AID 588456; note: potency is the fitted concentration of half-maximal effect; % is set by controls: 0 for no effect and ±100 for the full control effect; nearly all actives have a fitted effect of over 50% in size
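Rat TrxR1, dispensed at 90 nM, was prereduced with 400 uM NADPH (final) for 5 min at ~22 deg C, then incubated with compound 15 min before 400 uM selenite. A first-read NADPH fluorescence drop versus no-compound background flagged substrates.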
LDHA block: LDHA (human) enzyme inhibition; purified LDHA, NADH/diaphorase-resazurin fluorescence; hits give low values; activity change, % (values are at about 110 or 230 µM); hit rate 0.15% among 480,000; in the data active = activity change below about -30%; inconclusive = mostly about -25% to -30%;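 note: plate controls were DMSO wells for no effect and wells without enzyme for full effect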
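LDH5 2 nM; NADH 0.06 mM, pyruvate 0.2 mM; 200 mM Tris pH 7.4, EDTA, Tween-20; 5 min RT. Detection: diaphorase 0.133 mg/mL + resazurin 37 µM, fluorescence ex540/em590 at 0 and 20 min; normalized to enzyme-free and DMSO wells.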
GRP78 ERSR act: ER stress response induction in glioma; hit rate 0.02% among 420,000; Potency, µM, for the others: at the highest dose activation, most hits filed as activators; U87-MG GRP78 promoter luciferase reporter, 16 h; note: potency is the fitted concentration of half-maximal effect; series mostly up to about 76 µM; % of control where 0% means no effect; nearly all actives have a fitted effect of over 35% in size
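ERSR induction read as luciferase luminescence (Bright-Glo, 10 min at room temperature) in stably transfected human U87-MG glioma cells exposed to compounds for 16 h, using GRP78 as sensor.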
PI4K2A inh: blocks human PI4K2A kinase activity; AID 1346378; hit rate 0.13% among 420,000; Q9BTU6; activity change, negative = inhibition, % at 76.9 µM; purified PI4K2A, ADP-Glo luminescence, 1 h; hits give low values; in the data active = activity change below about -50%; inconclusive = mostly about -30% to -49%;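 note: -100% = wells without enzyme as full effect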
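PI4K2A activity was measured by ADP-Glo luminescence: enzyme (4 ug/mL stock) and phosphatidylinositol (1.2 mM stock) in Tris pH 7.5/MgCl2/EGTA/Triton X-100 buffer were reacted with ATP (300 microM stock) for one hour at ambient temperature.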
USP1-UAF1 inh: USP1/UAF1 (human) deubiquitinase inhibition; AID 743255; Potency, µM (highest dose often 57.1 µM), for the others: at the highest dose activity change, negative = inhibition, usual class: inhibitors; O94782; hit rate 0.23% among 390,000; recombinant USP1/UAF1, Ub-Rhodamine cleavage fluorescence; note: potency is the fitted concentration of half-maximal effect; % is set by controls: 0 for no effect and ±100 for the full control effect; nearly all actives have a fitted effect of over 60% in size; inactives centre near -12
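High-throughput fluorogenic screen: 1nM USP1/UAF1 complex, Ub-Rho substrate 150nM final, 50mM HEPES pH 7.8 with 0.5mM EDTA, 0.1 mg/ml BSA, 1mM TCEP and 0.01% Tween-20.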
The depositor's hits bear a star; ? = inconclusive; nt = not tested or not shown; & = joins results of further samples; [ ] = remark or other dose. Unless noted, calls come from the whole dose curve; as a rule, active = well fitted curve in the direction sought with a large enough effect; inconclusive = small, poorly fitted or top-dose-only effect, or another doubt; inactive = no such curve, though single readings can be large; an effect the other way counts as inactive or inconclusive. The list is partial. The share of hits here may be higher or lower than overall.

No.	structure	mIDH1 inhibitor	GRP78 ERSR act	Vif-APOBEC3G blk	USP1-UAF1 inh	RXFP1 agonist	PI4K2A inh	LDHA block	Vif-APOBEC3F blk	TrxR1 substrate
1	COc1ccccc1-c1nnc(N(C)C(=O)C2CCCO2)s1 (configuration not stated)	7%	2%	1%	-6%	0.5%	0	-2	-7%	6%
2	O=C(CSc1nccc(=O)[nH]1)Nc1ccc(S(=O)(=O)N2CCOCC2)cc1	5%	-5%	0%	-13%	-0.6%	-2	-3	-3%	2%
3	Cc1ccc(NC(=O)c2cnc(SCC(=O)N3CCCc4ccccc43)n(C)c2=O)cc1C	-8%	-5%	-1%	-15%	0.9%	3	-8	3%	-5%[57.1 µM]
4	COc1ccc(-c2nc(CS(=O)CC(=O)NCCc3ccc(Cl)cc3)c(C)o2)cc1OC (configuration not stated)	-9%	-3%	2%	-11%	-2.9%	0	8&4	-9%	13%
5	Cc1cc(=O)[nH]c(Nc2cccc(Br)c2)n1	9%	-5%	1%	-19%	0.4%	-3	-15	-1%	0%
6	COc1ccccc1N1CCN(C(=O)CCNS(=O)(=O)c2ccc3c(c2)CCC(=O)N3)CC1	4%	-1%	1%	-16%	-0.1%	-1	-2	5%	-5%
7	CC(C)N(C(=O)CC1ON(C)C(=O)N1c1ccc(Cl)cc1)C(C)C (configuration not stated)	0%	2%	-2%	-15%	1.8%	-5	-3	3%	-4%
8	COc1ccc(OC)c(/C=C/C(=O)N2CCN(S(=O)(=O)c3cc(C)ccc3C)CC2)c1	4%	-5%	1%	-17%	5.2%	-1	0	1%	167%[activator]
9	CCn1c(CC(=O)Nc2ccc(C)cc2)nnc1SCC(=O)Nc1nc(C)cs1	-1%	-7%	-2%	-4%	3.1%	4	-9	2%	-12%
10	Cc1cc(CNC(=O)c2cc(Br)ccc2Cl)nn1C	8%	-3%	1%	-8%	3.1%	4	7	0%	0%
11	CCc1cc2c(cc3c(=O)n(CC(=O)NC4CCCCC4)nc(CC)n32)s1	0%	0%	1%	-18%	6.5%	0	-13	-2%	11%
12	CCOC(=O)c1sc2nc3c(SCC(=O)O)cc(C(=O)c4cc(F)ccc4O)cn3c(=O)c2c1C	-5%	6%	2%	1%	-0.2%	-4	-11	-10%	-9%
13	CNS(=O)(=O)c1cnccc1N1CCN(c2cccc(C(F)(F)F)c2)CC1	3%	-6%	-1%	-17%	-1.7%	-4	-4	4%	10%[57.1 µM]
14	COc1ccc(NC(=O)CN2C(=O)NC3(CCCCCCC3)C2=O)cc1	4%	-1%	1%	-15%	1.7%	-5	-8	-21%	9%[57.1 µM]
15	CN(C)CCN1CCN(C2CN(Cc3cn(Cc4ccccc4C(F)(F)F)nn3)S(=O)(=O)C2)CC1 (configuration not stated)	nt	-4%	-2%	nt	nt	-6	-2	nt	nt
16	COc1ccc(CNC2CC(=O)N(C)C2=O)cc1 (configuration not stated)	-1%	-2%	0%	-3%	3.4%	5	-3	0%	-2%
17	COc1cccc(C(=O)Nc2ccc3nc(SCc4ccc(C)cc4)sc3c2)c1	7%	1%	-1%	?	2.7%	2	0	0%	5%
18	COc1ccc(N2CC(C(=O)N/N=C/c3c[nH]c4ccccc34)CC2=O)cc1 (configuration not stated)	-7%	1%	0%	3%	0.1%	-1	-12	-1%	0%[57.1 µM]
19	COc1ccc(CCNS(=O)(=O)c2ccc3c(c2)CCN3C(=O)CCC(=O)O)cc1OC	0%	-1%	0%	-8%	0.7%	-1	2	4%	6%
20	Cc1cc(C(=O)COC(=O)c2ccc[nH]c2=O)c(C)n1C	2%	-7%	-4%	-15%	4.0%	4	3	-3%	-7%
21	CN(CC(=O)Nc1cccc(F)c1)C(=O)CCSc1ccc(F)cc1	15%	3%	-5%	-21%	0.1%	-3	0	0%	-7%
22	CCCS(=O)(=O)c1nc(S(=O)(=O)c2ccc(C)cc2)c(NCc2ccccn2)s1	11%	-1%	-1%	-19%	9.6%	15	1	-5%	1%
23	COC(=O)c1cccnc1NC(=S)NC(C)C	9%	-2%	-1%	-12%	0.5%	-2	1	-21%	-5%[57.1 µM]
24	COc1cccc(-n2c(SCC(=O)Nc3ccc4c(c3)OCO4)nc3c([nH]c4ccccc43)c2=O)c1	7%	-6%	-10%	-33%	0.8%	-2	1	4%	4%[57.1 µM]
25	Cc1ccc(Cl)cc1NC(=O)COC(=O)C1CC1	7%	-1%	-2%	-13%	2.4%	3	-2	-4%	1%
26	CCOc1ccc(-c2cc(C(=O)Nc3ccc(NC(C)=O)cc3)no2)cc1	-7%	0%	0%	11%	20%	-5	-1	3%	6%
27	CCOC(=O)c1cc2sc(C)cc2n1CC(=O)N1CCOCC1	-1%	-3%	0%	-1%	0.3%	-3	-1	0%	-1%[57.1 µM]
28	C=CCN1C(=O)c2ccc(C(=O)NCCOc3ccccc3F)cc2C1=O	3%	4%	0%	-22%	-0.1%	-1	-4	-3%	-8%
29	O=C(CCc1ccccc1)NNC(=S)NCCc1ccccc1	-13%	1%	4%	0%	-2.2%	0	-7	1%	-2%
30	CC(C)(C)CC(=O)Nc1cc(S(=O)(=O)N2CCOCC2)ccc1N1CCCC1	0%	-3%	2%	-18%	0.3%	0	-10	6%	-5%
31	Cc1ccccc1CNC(=O)c1ccccc1NC(=O)c1nsc2ccccc12	15%	0%	4%	-14%	4.3%	-3	-5	?	-3%[57.1 µM]
32	COCC(C)N=C1SCCN1Cc1ccccc1 (configuration not stated)	-6%	1%	0%	-20%	-0.5%	-3	-6	-4%	4%
33	Cc1ccc(C2Nc3cc(C)c(C)cc3-n3c(-c4ccccc4)c4c(=O)n(C)c(=O)n(C)c4c32)o1 (configuration not stated)	-12%	-5%	3%	-12%	-5.2%	3	8	0%	-6%
34	COc1ccccc1N1CC(C(=O)Nc2ccccc2N2CCCC2)CC1=O (configuration not stated)	7%	-2%	0%	-6%	0.8%	1	8	-2%	2%[57.1 µM]
35	COc1ccc(CN2C(=O)N(c3ccc(F)cc3)C(=O)C2CC(=O)Nc2cc(OC)cc(OC)c2)cc1 (configuration not stated)	6%	0%	0%	14%	0.7%	0	-6	4%	-16%
36	COc1cc(C(=O)NC(C)c2ccc3ccccc3c2)cc(Cl)c1O (configuration not stated)	-2%	-4%	-6%	-5%	2.7%	0	0	3%	-15%
37	CCn1c(=O)c(=O)[nH]c2c(=O)oc3ccc(S(=O)(=O)Nc4ccccc4)cc3c21	-2%	-2%	-2%	-23%	5.6%	3	-2	1%	-7%
38	O=C(Nc1sc2c(c1C(=O)O)CCCC2)c1ccc(Cl)cc1	38%[activator]	0%	-6%	-21%	0.5%	-1	-2	-2%	-13%
39	COc1ccc(CCC(=O)Nc2ccc(Cl)c(S(=O)(=O)N3CCCC3)c2)cc1	3%	-3%	3%	-10%	0.7%	-7	-8	-6%	5%
40	Cc1cc(=O)oc2cc(OC(C)C(=O)NCc3ccccn3)ccc12 (configuration not stated)	5%	3%	3%	-16%	1.9%	6	-1&0	-2%	3%[57.1 µM]
41	CC(C)(C)Nc1nc(Oc2ccc(=O)[nH]n2)nc(N2CCOCC2)n1	4%	-4%	-5%	-4%	0.8%	0	-2	-7%	-18%[57.1 µM]
42	Cc1ccc(S(=O)(=O)N2CCN(c3ncnc4scc(-c5ccc(F)cc5)c34)CC2)cc1	6%	-1%	-1%	-2%	1.9%	-3	0	0%	-5%[57.1 µM]
43	Cn1nc(NC(=O)C(C)(C)C)c2c(F)cccc21	0%	-2%	1%	-10%	-1.2%	9	-5	7%	4%
44	C[C@H](C(=O)CC(=O)OC(C)(C)C)[C@H](O)c1ccc(C(F)(F)F)cc1	6%	-1%	-4%	-18%	-0.9%	0	3	0%	-8%
45	COc1cc(C2C3=C(CC(C)(C)CC3=O)NC3=C2C(=O)c2ccccc23)ccc1O (configuration not stated)	2%	-2%	4%	-17%	0.7%	-2	-2	10%	-1%[57.1 µM]
46	O=C(COC(=O)c1ccccc1OCc1ccc(Cl)cc1)NC1CC1	6%	-3%	4%	-16%	0.1%	2	-11	1%	-1%
47	C#CCN(C(=O)c1cc(COc2ccc(C)c(C)c2)on1)C1CCCCC1	3%	-4%	2%	-13%	0.7%	-3	-3	-7%	-2%
48	O=C(Cn1c(=O)oc2cc(S(=O)(=O)N3CCCC3)ccc21)Nc1cccc(C(F)(F)F)c1	-1%	-3%	-17%	-19%	-2.6%	0	-5	nt	5%[2.29 µM]
49	COC(=O)c1cc(C(=O)CSc2nc(C)cc(C)n2)ccc1O	-3%	0%	-1%	6%	0.5%	-7	-7	-3%	2%

Entries shown so far that have bromine, in the order listed:
No.	structure	mIDH1 inhibitor	GRP78 ERSR act	Vif-APOBEC3G blk	USP1-UAF1 inh	RXFP1 agonist	PI4K2A inh	LDHA block	Vif-APOBEC3F blk	TrxR1 substrate
5	Cc1cc(=O)[nH]c(Nc2cccc(Br)c2)n1	9%	-5%	1%	-19%	0.4%	-3	-15	-1%	0%
10	Cc1cc(CNC(=O)c2cc(Br)ccc2Cl)nn1C	8%	-3%	1%	-8%	3.1%	4	7	0%	0%

From PubChem BioAssay
